ASAP1 GAP inh: inhibitors of human ASAP1 ArfGAP activity, primary screen, biochemical, fluorescence polarization | actives 0.19% (n = 360,000) | Arf-GAP with SH3 domain, ANK repeat and PH domain-containing protein 1 (Homo sapiens), … | inhibition, % at 16.5 µM | ASAP1-stimulated ARF1 GTP hydrolysis, GDP FP detection | AID 624377, 2012; in the data active = inhibition above about 25%;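 note: 0% = vehicle with enzyme and substrate and 100% = no enzyme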
Target sequence (Q9ULH1 325-724 limits assumed): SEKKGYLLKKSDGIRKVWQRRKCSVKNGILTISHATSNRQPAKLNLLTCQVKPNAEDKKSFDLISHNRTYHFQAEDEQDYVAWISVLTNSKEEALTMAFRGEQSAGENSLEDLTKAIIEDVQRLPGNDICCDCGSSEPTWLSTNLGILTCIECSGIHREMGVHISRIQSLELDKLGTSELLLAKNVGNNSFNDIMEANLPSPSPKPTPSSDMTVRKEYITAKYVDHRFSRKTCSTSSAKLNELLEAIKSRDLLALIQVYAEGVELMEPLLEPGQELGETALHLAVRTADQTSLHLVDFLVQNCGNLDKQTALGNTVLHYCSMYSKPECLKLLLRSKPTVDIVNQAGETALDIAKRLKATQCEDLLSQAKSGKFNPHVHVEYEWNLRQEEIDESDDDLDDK
Tn7 DDE FP: inhibitors of Tn7 peptide binding to fibrin DD(E), primary screen, biochemical, fluorescence polarization, human fibrin, Tn7 probe; Fibrinogen beta chain (Homo sapiens), P02675; FP displacement of FITC-Tn7 peptide from fibrin DD(E); 0% = median of compound wells per plate; inhibition, % at 8.3 µM; actives 0.13% (n = 370,000); AID 720508, 2013;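 active = inhibition above the mean of compounds falling within the control limits plus 3 SD of them, cut at about 14% in these data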;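 note: 0% = plate median of compound wells and 100% = 10 µM Aha-Tn7 peptide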
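Test system: human clot-derived fibrin DD(E) complex / Quantity: 2 µM final DD(E) protein / Incubation: 10 min plus 3 h, room temperature / Measured by: fluorescence polarization / Benchmarks: high control of 10 µM Aha-Tn7 peptide / Replicates: singlicate testing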
ARFGAP1 inh: inhibitors of rat ARFGAP1 GAP activity, primary screen, biochemical, fluorescence polarization, GDP tracer. ADP-ribosylation factor GTPase-activating protein 1 (Rattus norvegicus), Q62848. Arfgap1-stimulated ARF1 GTP hydrolysis, GDP FP detection. inhibition, % at 16.5 µM. actives 0.26% (n = 360,000). AID 651572, 2012;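 active = inhibition above a per-plate limit, mean inhibition of low control wells plus 3 SD, cut at about 25% in these data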;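 note: 0% = DMSO wells with enzyme and 100% = wells lacking Arfgap1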
Target sequence (Q62848 1-136 limits assumed): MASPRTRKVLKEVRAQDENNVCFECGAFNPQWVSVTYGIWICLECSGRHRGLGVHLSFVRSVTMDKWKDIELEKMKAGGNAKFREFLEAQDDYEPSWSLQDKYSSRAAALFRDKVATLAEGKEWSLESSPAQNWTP
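Replicates: Single well per compound | Assay system: Truncated rat Arfgap1 GAP domain | Control set: No-Arfgap1 wells (100%) versus DMSO full-reaction wells (0%) | Times: Enzyme reaction 120 min at 25 °C after 20 min preincubation | Reagent: Human ARF1(Δ1-17)-GTP substrate | Measured by: Tracer-displacement fluorescence polarization with EDTA stop, 620/688 nm | Measure: Percent inhibition of Arfgap1-stimulated GTP hydrolysis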
PLC-gamma1 inh: PLC-gamma1 enzyme inhibitors, primary screen, biochemical, fluorescence, purified enzyme | 1-phosphatidylinositol 4,5-bisphosphate phosphodiesterase gamma-1 (Homo sapiens), P19174 | inhibition, % at 12.2 µM | fluorogenic substrate | actives 0.84% (n = 370,000); in the data active = inhibition above about 9.5%
PLC-beta3 inh: human PLC-beta3 inhibitors, primary screen, biochemical, fluorescence | 1-phosphatidylinositol 4,5-bisphosphate phosphodiesterase beta-3 (Homo sapiens), Q01970 | Purified PLC-beta3, fluorogenic substrate | inhibition, % at 12.2 µM | actives 0.18% (n = 370,000) | AID 720704, 2013; in the data active = inhibition above about 11%;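 note: 0% = median of compound wells on plate and 100% = full blocker control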
ADAM17 inh: ADAM17 inhibitors, primary screen, biochemical, QFRET; Disintegrin and metalloproteinase domain-containing protein 17 (Homo sapiens), P78536; recombinant ADAM17, EDANS/DABCYL FRET peptide cleavage; inhibition, % at 6.95 µM; actives 0.83% (n = 370,000); AID 720648, 2013;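 active = inhibition above the mean of compounds lying between control limits plus 3 SD, set per campaign, cut at about 8.5% in these data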;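 note: 0% = DMSO-only wells as the low control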
KLK7 zymogen act: proKLK7 zymogen activators, primary screen, biochemical, fluorescence intensity; Kallikrein-7 (Homo sapiens), P49862; purified proKLK7, EDANS-DABCYL substrate fluorescence; 100% is mature enzyme control, 0% vehicle; activation, % at 7 µM; actives 0.9% (n = 370,000);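 active = activation above the mean of all tested compounds plus 3 SD, computed per campaign excluding outliers beyond control limits, cut at about 13% in these data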
DDE Tn6 FP inh: inhibitors of Tn6 peptide binding to fibrin DD(E), primary screen, biochemical, fluorescence polarization, human fibrin, Tn6 probe; Fibrin DD(E) TRITC-Tn6 fluorescence polarization displacement; actives 0.21% (n = 370,000); inhibition, % at 8.3 µM; Fibrinogen beta chain (Homo sapiens), P02675;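 active = inhibition above a per-campaign cutoff: mean of compounds within control limits plus 3 SD, cut at about 15% in these data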;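 note: 0% = median of all compound wells on the plate and 100% = blocking peptide control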
MBD2 inh: inhibitors of MBD2 binding to methylated DNA, primary screen, biochemical, TR-FRET, DNA-binding domain, human; Methyl-CpG-binding domain protein 2 (Homo sapiens), Q9UBB5; MBD2 binding to methylated oligonucleotide; inhibition, % at 4.4 µM; actives 0.31% (n = 370,000); AID 686964, 2013; in the data active = inhibition above about 13%
Target sequence (Q9UBB5 whole entry, looked up, the tested form may be a part): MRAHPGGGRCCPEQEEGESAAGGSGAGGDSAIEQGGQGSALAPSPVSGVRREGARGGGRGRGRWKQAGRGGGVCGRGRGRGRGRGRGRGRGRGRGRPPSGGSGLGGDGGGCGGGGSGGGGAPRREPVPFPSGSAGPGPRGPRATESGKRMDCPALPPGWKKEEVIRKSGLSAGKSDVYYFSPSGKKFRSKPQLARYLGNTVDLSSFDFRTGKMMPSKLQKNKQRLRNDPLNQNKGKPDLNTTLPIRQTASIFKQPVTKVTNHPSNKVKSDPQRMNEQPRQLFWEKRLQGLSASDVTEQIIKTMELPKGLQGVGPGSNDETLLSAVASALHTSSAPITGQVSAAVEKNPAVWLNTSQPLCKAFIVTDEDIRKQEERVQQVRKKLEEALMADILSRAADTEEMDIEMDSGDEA
UHRF1 binding: UHRF1 methylated DNA binding inhibitors, primary screen, counter-screen for MBD2 inhibitor project, biochemical, TR-FRET, human UHRF1, single concentration. UHRF1 binding to methylated oligo. inhibition, % at 4.4 µM. AID 687016, 2013. actives 0.75% (n = 370,000). E3 ubiquitin-protein ligase UHRF1 (Homo sapiens), Q96T88; in the data active = inhibition above about 21%;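 note: UHRF1 SRA domain binding a hemimethylated CpG hairpin DNA probe; 0% = median of test compound wells and 100% = reference inhibitor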
* = called active by the depositor; . = not tested or not shown. Rows were taken by chance. About 4.1% of those tested had a hit in this group.

SMILES	ASAP1 GAP inh	Tn7 DDE FP	ARFGAP1 inh	PLC-gamma1 inh	PLC-beta3 inh	ADAM17 inh	KLK7 zymogen act	DDE Tn6 FP inh	MBD2 inh	UHRF1 binding
Cc1cc2nc(C3CCCCC3)c(Cc3ccsc3)n2c(C)c1Br	4.5	-0.1	-4.7	-9.3	-17.1	-2.3	0.3	0.8	2.6	-0.6
CS(=O)(=O)c1ccc(Cl)c(NC(=O)COC(=O)c2cccc(C#N)c2)c1	2.0	-6.8	3.9	1.3	-0.3	-1.7	0.3	-8.3	0.6	5.5
CCN1CCN(c2ccccc2NC(=O)c2ccc(-n3cccn3)cc2)CC1	-16.0	-1.4	1.0	0.4	-4.2	0.2	0.1	3.5	-2.4	0.8
Cc1ccc(NC(=O)c2ccc(Cn3cc([N+](=O)[O-])cn3)cc2)c(C)c1	-9.7	9.3	2.6	1.2	2.3	0.2	-0.3	4.8	0.3	0.3
COc1ccc(NC(=O)Cc2c(SC)c3ccccc3n2Cc2ccccc2)cc1	0.4	4.6	0.9	-3.1	3.1	-1.4	0.2	5.6	4.4	0.3
O=C(COC(=O)c1ccc[nH]c1=O)Nc1ccc(N2CCCCC2)cc1	-21.7	-10.4	0.5	-0.8	-1.8	0.3	0.9	10.6	-6.8	-0.6
CS(=O)(=O)N1CCN(c2ccccc2NC(=O)c2cccnc2Cl)CC1	-1.1	0.1	-10.6	1.1	0.3	-2.7	-0.6	-5.8	-2.5	1.7
Cc1ccc(C)c(CSc2nnc([C@@H](N)C(C)C)o2)c1	-6.8	-3.7	9.6	-1.4	-0.4	0.1	0.5	6.3	1.3	15.1
COc1cc(SC)ccc1C(=O)NCCOc1ccc(C)c(C)c1	7.8	-0.1	-3.7	-0.1	0.9	8.8*	-0.4	-1.6	0.5	1.3
Cc1ccc(-n2nnnc2Sc2nc([N+](=O)[O-])nn2C)cc1	12.4	2.1	-1.1	2.6	3.4	0.7	0.2	5.3	-2.4	-0.7
COc1ccc(CCNCC(O)COc2cccc(C(C)=O)c2)cc1OC (stereo unspecified)	11.5	3.5	17.7	-2.7	-6.6	-12.7	0.3	-4.8	17.0*	25.0*
COc1ccccc1C(NC(C)=O)c1c(O)ccc2ccc(O)cc12 (stereo unspecified)	2.7	2.9	-1.3	-6.3	-12.9	-9.0	-0.8	-0.4	5.7	2.5
C[C@H]1Cn2nnc(-c3ccccc3)c2Cn2c3ccccc3c(=O)n21	.	1.9	.	-23.9	-24.8	-48.5	1.4	-0.6	2.5	0.9
Cc1c(CCO)sc[n+]1CC(=O)OCCC12CC3CC(CC(C3)C1)C2	-5.6	4.8	-4.8	-0.2	-1.8	-5.3	0.3	-4.5	4.7	0.9
C(=N\Nc1nc(-c2ccccc2)cs1)/c1ccco1	5.0	6.8	5.4	-13.7	-20.9	-0.3	-0.3	2.0	7.6	2.8
O=C(COC(=O)c1cccc(S(=O)(=O)N2CCc3ccccc32)c1)NCc1ccco1	-7.2	-3.1	3.5	2.1	-3.2	1.6	0.0	-6.8	2.8	-1.1
CCOc1ccc2[nH]c3c(c2c1)CNCC3	-5.7	-2.4	-4.4	-6.6	-16.6	-1.3	0.0	3.9	0.2	1.4
CCc1nc2ccc(C(=O)NCCCN3CCCC3=O)cn2c1N(C)CCC(C)C	-5.1	-1.2	-3.5	-3.8	-8.4	-4.5	-0.1	0.6	2.8	-3.1
COC(=O)c1nc2n(n1)C(c1ccccc1OC)C1=C(CCCC1=O)N2 (stereo unspecified)	6.3	3.1	-8.2	-0.4	-0.6	-4.2	7.1	2.9	4.5	-0.9
CCOC(=O)c1cc(C#N)c(SC)nc1C	-11.1	-2.6	-0.8	-0.2	-6.7	-3.9	0.0	-4.8	5.1	3.0
N=C1/C(=C\c2ccc(OC(=O)c3ccc(F)cc3)cc2)C(=O)N=C2SC(N3CCCC3)=NN12	5.3	0.1	0.2	-21.6	-27.9	-14.5	-2.2	-4.1	1.6	5.1
Cc1cc(C)cc(N(CC(=O)NC(C)(C)C)C(=O)CCC(=O)Nc2nccs2)c1	13.6	-4.3	8.5	4.9	0.5	0.7	0.0	8.6	2.0	0.0
CCOc1ccccc1NC(=O)N1CCC(NC(=O)c2ccccc2C)CC1	15.2	4.2	-7.0	-3.2	-1.4	-4.1	-0.2	0.3	-2.3	2.0
CCOC(=O)Cc1csc(SCC(=O)Nc2cccc(C#N)c2)n1	-16.1	4.4	-5.4	-4.2	1.3	-1.6	-0.1	-1.3	0.8	0.7
Cc1ccc(-n2ncc3c(NCCCN4CCOCC4)ncnc32)c(C)c1	12.2	-0.3	-8.7	-0.2	-0.8	-3.6	0.1	1.4	1.3	-0.2
C[C@H](CO)N1C[C@H](C)[C@H](CN(C)S(=O)(=O)c2cccs2)Oc2ncc(Br)cc2C1=O	6.0	3.7	-7.4	-1.9	-0.3	-1.6	0.3	1.2	-2.0	0.6
COc1ccc(OC)c(S(=O)(=O)Nc2ccc(O)c3ccccc23)c1	3.8	7.7	5.1	-12.2	-14.9	-9.4	-2.0	4.0	-2.4	-2.0
O=C(COC(=O)/C=C/c1ccccc1)Nc1ccccc1Br	5.3	1.0	-1.1	-1.1	1.9	-1.8	-0.6	-2.5	-3.3	1.2
COC(=O)c1sc(NC(=O)/C=C/c2ccccc2Cl)nc1C	0.9	-3.0	-10.4	-0.5	-6.8	-1.9	-0.4	4.6	3.8	10.6
CCCC[C@H]1C2CC(OC(=O)Nc3cccc(C(F)(F)F)c3)C(C2)[C@H]2CCCCN21 (stereo partly specified)	.	-1.2	.	0.3	4.0	0.2	0.3	-2.2	2.3	-0.2
C/C(=N/NC(=O)c1ccncc1)c1ccccc1	-0.2	7.1	9.3	1.2	-5.7	-3.2	0.2	-7.0	1.1	-2.8
CCn1c(SCC(=O)Nc2ccc3c(c2)OCCO3)nnc1-c1cccnc1	7.2	3.7	3.3	-2.5	-3.1	-2.9	-0.6	1.6	-1.4	-0.8
Cc1noc(C)c1COc1ccc(C(=O)OCC(=O)N2c3ccccc3NC(=O)C2(C)C)cc1	4.7	3.7	2.3	0.2	1.1	7.9	0.4	-1.3	2.9	7.9
Cc1ccc(CN(Cc2cc3cccc(C)c3[nH]c2=O)C(=S)NCCCN(C)C)cc1	-4.4	2.0	9.1	2.5	-5.6	-3.7	-0.1	-2.3	-6.7	-0.2
COc1cc(CNC(=O)Nc2nc(C(N)CCc3ccccc3)cs2)cc(OC)c1OC (stereo unspecified)	-0.3	7.2	4.8	6.4	-1.6	-1.3	-0.3	-5.2	-3.1	1.4
COC(=O)CC1COc2ccccc2N1C(=O)c1ccc(Cl)cc1 (stereo unspecified)	6.7	-1.2	7.7	0.5	-0.2	1.0	-1.0	0.2	-3.9	-1.1
CCCCNC(=S)NNC(=O)CCn1cc(C)cn1	-5.0	2.8	-1.0	1.6	-1.4	-3.4	-0.3	-0.7	3.3	0.3
CN1C2=N[C@H](c3cccc(C(F)(F)F)c3)CC(=O)N2/C(=C\c2ccccc2)[C@H]1c1ccccc1	.	5.3	.	-2.5	-2.4	-1.7	.	-2.0	3.1	0.3
CCOC(=O)C1=C(C)NC(SCC(=O)Nc2nc(C)cs2)=C(C#N)C1c1cccs1 (stereo unspecified)	1.2	-1.0	-9.9	-56.2	-75.9	-5.7	2.4	8.6	2.8	-3.3
O=C1NC(=O)/C(=C/c2ccccn2)S1	-5.1	1.9	-1.4	-0.9	-9.8	-2.5	0.5	-6.6	3.1	1.6
COc1ccc(C(=O)NCCNc2ccc([N+](=O)[O-])cn2)cc1	-22.4	-3.1	3.3	0.9	-1.8	-0.6	-0.5	2.4	-2.5	0.1
Cn1c(N)c(C(=O)COC(=O)CSc2ccc3ccccc3c2)c(=O)n(C)c1=O	-1.1	-6.1	4.4	1.8	1.9	2.5	0.2	0.7	-0.4	3.5
COc1cc(C2CC(=O)Oc3cc(C)c(Cl)c(C)c32)cc(OC)c1OC (stereo unspecified)	-7.8	8.8	7.1	2.0	2.9	-1.7	0.0	0.0	1.9	-1.3
O=S(=O)([N-]c1nc2ccccc2nc1-[n+]1ccc(-c2ccncc2)cc1)c1ccccc1	8.3	1.2	1.0	-109.0	-121.8	-0.5	5.9	-0.2	-3.3	12.8
CNc1ccc(/C=C(\C#N)C(=O)Nc2ccccn2)cc1[N+](=O)[O-]	3.0	-3.3	5.4	-11.0	-13.6	-6.0	-0.5	-4.2	-5.3	-1.8
COc1ccc(S(=O)(=O)Nc2nc3ccccc3s2)cc1OC	-7.0	-6.7	-5.8	-0.5	-0.6	-0.8	0.3	-11.3	4.3	-2.2
CCCCN(C(=O)C1CC(=O)N(CCc2ccc(OC)c(OC)c2)C1)c1c(N)n(CC(C)C)c(=O)[nH]c1=O (stereo unspecified)	-2.1	-8.0	15.8	1.9	0.2	1.2	-0.4	3.1	-3.6	-2.7
COC(=O)c1c(NC(=O)c2cccnc2Cl)sc(C(=O)N(C)C)c1C	7.0	5.8	-6.4	-10.1	-19.0	-2.7	0.4	5.2	4.5	2.6
Cc1ccc(/C=N/NC(=O)CSc2ccccn2)o1	-23.0	-7.7	3.7	-0.4	-4.8	0.0	0.5	2.6	-4.3	-0.6

Quoted at random: three records from the list, in no set order.
SMILES	ASAP1 GAP inh	Tn7 DDE FP	ARFGAP1 inh	PLC-gamma1 inh	PLC-beta3 inh	ADAM17 inh	KLK7 zymogen act	DDE Tn6 FP inh	MBD2 inh	UHRF1 binding
COc1cc(C2CC(=O)Oc3cc(C)c(Cl)c(C)c32)cc(OC)c1OC (stereo unspecified)	-7.8	8.8	7.1	2.0	2.9	-1.7	0.0	0.0	1.9	-1.3
CNc1ccc(/C=C(\C#N)C(=O)Nc2ccccn2)cc1[N+](=O)[O-]	3.0	-3.3	5.4	-11.0	-13.6	-6.0	-0.5	-4.2	-5.3	-1.8
Cc1ccc(/C=N/NC(=O)CSc2ccccn2)o1	-23.0	-7.7	3.7	-0.4	-4.8	0.0	0.5	2.6	-4.3	-0.6

Screening data from PubChem.
